From PubChem BioAssay
NCI-60 one-dose screen, 48 h, at 10 µM unless noted. Numbers give growth in % (100 = growth as untreated, 0 = no growth, -100 = all killed).
SR: SR leukemia cells; actives 8.7% (n = 73,000)
K-562: K-562 leukemia; actives 7.4% (n = 78,000); AID 1794777
MDA-MB-231: MDA-MB-231 breast cancer; actives 5% (n = 81,000)
T-47D: T-47D breast cancer; actives 5% (n = 79,000); AID 1794792
MCF7: MCF7 breast cancer. actives 6.3% (n = 82,000). AID 1794796
BT-549: BT-549 breast cancer; actives 4.4% (n = 78,000); AID 1794793
MDA-MB-468: MDA-MB-468 breast cancer. actives 8.5% (n = 78,000)
HS 578T: HS 578T breast cancer. actives 4.1% (n = 78,000). AID 1794788
An asterisk follows results filed as active; · = not tested or not shown. How the source made its calls: active means growth percent below 10; inactive means the rest.

1: COc1ccc(OC)c([N+](=O)[O-])c1C(=O)CNC(C)=O
2: Nc1ccc2cc(S(=O)(=O)O)cc(O)c2c1N=Nc1ccc(F)cc1
3: COc1ccc(OC)c(C2C(C#N)=C(N)Oc3cc(O)ccc32)c1 (configuration not stated)
4: COCC(CN(C)C)OC(=O)c1ccc([N+](=O)[O-])cc1 (configuration not stated)
5: Nc1ccccc1C1(c2ccccc2)N=C(c2ccccc2)c2ccccc2N1 (configuration not stated)
6: S=C(NCc1ccco1)Nc1ccccc1
Screen / compound no.	1	2	3	4	5	6
SR	118	·	80	113	138	87
K-562	103	119	83	107	87	87
MDA-MB-231	98	112	99	95	89	97
T-47D	103	101	87	117	81	104
MCF7	93	111	99	93	95	99
BT-549	85	102	94	106	110	89
MDA-MB-468	98	118	81	105	89	106
HS 578T	-2.2*	111	94	105	110	97

7: COc1ccn2c(C(C)=O)cc(C(=O)N3c4ccccc4Sc4ccccc43)c2c1
8: CN1C/C(=N\N=C(N)N)N(C)C1=O
9: CCOc1ccc(-c2cnnn2-c2nonc2N)cc1OC
10: COc1ccc(Nc2[nH]n3c(=O)cc(-c4ccccc4)nc3c2C(=O)Nc2ccccc2)c(OC)c1
11: Nc1ccc(N=Nc2ccc(N)cc2)cc1
12: COc1ccc(C(=O)NC(c2ccccc2Cl)c2cc(Cl)c3cccnc3c2O)cc1 (configuration not stated)
Screen / compound no.	7	8	9	10	11	12
SR	50	112	83	·	75	75
K-562	75	97	90	98	85	59
MDA-MB-231	66	106	100	105	·	73
T-47D	66	98	102	93	75	65
MCF7	82	88	88	103	89	86
BT-549	92	126	136	101	77	90
MDA-MB-468	64	92	70	85	99	86
HS 578T	80	101	95	90	94	108

13: COc1cccc(/C=C/C(=O)O)c1
14: CCOC(=O)c1ccc(NC(=S)NC(=O)c2ccc(NC(=O)c3ccc(C)cc3)cc2OC)cc1
15: Cc1cc(C2=NN(C(=O)C3CCC3)C(c3ccc[nH]3)C2)ccc1-n1ccc(C(F)(F)F)n1 (configuration not stated)
16: CC1(C)CC(Nc2nc3sc4c(c3c(=O)[nH]2)CCCC4)CC(C)(C)N1
17: CC1=C(C)C(=O)C(N2CCCCC2C)=CC1=O (configuration not stated)
18: Cc1nn(-c2ccccc2)c(/N=C/N(C)C)c1/C=C/C(=O)c1ccc(Cl)cc1
Screen / compound no.	13	14	15	16	17	18
SR	107	100	79	82	·	23
K-562	96	82	78	82	·	60
MDA-MB-231	109	89	90	78	94	77
T-47D	90	74	67	83	102	101
MCF7	98	82	86	93	102	86
BT-549	114	·	103	76	108	87
MDA-MB-468	109	97	98	74	83	·
HS 578T	90	77	84	·	107	92

19: C#C[C@]1(O)CC[C@H]2[C@@H]3CC=C4c5nc(N)sc5CC[C@]4(C)[C@H]3CC[C@@]21C
20: CCCCCCCCCCCCCCn1cc(C2=C(c3coc4ccc(OC)cc34)C(=O)NC2=O)c2ccccc21
21: O=C(Nn1c2c(sc1=NCc1ccccc1)C(=O)c1ccccc1C2=O)c1cc2ccc1CCc1ccc(cc1)CC2
22: O=C(O)c1cc(N2CCCCC2)ccn1
23: COc1cccc(Nc2nc(N)nc(CN3CC(C)CC(C)C3)n2)c1 (configuration not stated)
24: Clc1ccc(/C=C/c2nn3c(-c4cccnc4)nnc3s2)cc1
Screen / compound no.	19	20	21	22	23	24
SR	24	111	48	·	88	·
K-562	30	121	49	90	98	·
MDA-MB-231	45	111	40	105	107	102
T-47D	58	96	35	97	94	87
MCF7	75	88	40	105	99	87
BT-549	0.2*	91	77	109	100	107
MDA-MB-468	34	104	80	118	101	96
HS 578T	6.1*	99	72	105	·	118

25: COc1ccc(-c2cc(-c3ccc(Nc4nc(Nc5ccccc5)nc(Nc5ccc(Cl)cc5)n4)cc3)nc(N)c2C#N)cc1
26: CCC(O)CN(C)Cc1cc2c(c3ccccc13)CCCC2 (configuration not stated)
27: CC1(C)CC(=O)c2c(ccc(C(=O)C[C@@H]3COC(C)(C)N3)c2N)O1
28: COc1cc(C2CC(c3cc(OC)c(OC)c(OC)c3)=NN2C(C)=O)ccc1OCc1ccccc1 (configuration not stated)
29: CCOC(=O)c1c2c(n3ccc(NC(=O)CCN4CCOCC4)cc13)C(=O)c1ncccc1C2=O
30: CC(C)=CCC/C(C)=C/CSc1nnc(-c2c(C)nc3ccc(Br)cn23)o1
Screen / compound no.	25	26	27	28	29	30
SR	·	116	96	32	-3.0*	·
K-562	4.1*	84	95	19	20	75
MDA-MB-231	-27*	79	92	64	26	89
T-47D	-32*	59	79	2.7*	33	71
MCF7	-33*	94	91	17	-32*	79
BT-549	-51*	52	107	17	58	91
MDA-MB-468	-31*	84	93	34	50	83
HS 578T	·	85	103	41	52	98

31: Cc1nc(N)nc(N)c1-c1ccccc1
32: O=[N+]([O-])c1nccn1C1OC(CO)C(O)C1O (configuration not stated)
33: CNC(=O)Nc1ccc(-c2nc(N3CCOCC3)nc3c2cnn3C2CCOCC2)cc1
34: C/C=C/c1ccc(O)c(OC)c1
35: COc1cc(C(=O)/C=C/c2c(C(F)(F)F)nc3ccccn23)cc(OC)c1OC
36: CCN(CC)CCOC(=O)c1ccc(NC(=O)CN(CC)CC)cc1
Screen / compound no.	31	32	33	34	35	36
SR	88	114	·	·	-9.2*	93
K-562	22	108	20	104	-9.6*	102
MDA-MB-231	98	122	5.1*	102	14	104
T-47D	108	108	-16*	99	8.0*	96
MCF7	75	103	1.1*	112	-45*	101
BT-549	102	107	-15*	105	10	108
MDA-MB-468	75	108	-34*	·	·	102
HS 578T	105	96	-25*	113	·	94

37: COc1cc2c(cc1OC)[C@@H]1Cc3ccc(OC)c(OC)c3CN1CC2
38: COc1ccc(C2=NN(C(=O)c3ccc(S(N)(=O)=O)cc3)C(c3ccccc3)C2)c(OC)c1 (configuration not stated)
39: O=C(Nc1cccc(C(F)(F)F)c1)c1cncc(C#Cc2cnc3ccc(N4CCOCC4)nn23)c1
40: CC(=O)Nc1ccc(S(=O)(=O)NC2(c3ccccc3)C(=O)N(C)C(=O)N(C)C2=O)cc1
41: O=C(Nc1ccc(S(=O)(=O)NC2CCCCCC2)cc1)C(c1ccccc1)S(=O)(=O)c1ccc(F)cc1 (configuration not stated)
42: CC1(C)CC(=O)c2c(nn(-c3ccccc3)c2-c2cn(-c3ccccc3)nc2-c2cccs2)C1
Screen / compound no.	37	38	39	40	41	42
SR	79	103	-1.2*	99	-1.0*	98
K-562	90	100	9.1*	95	7.4*	86
MDA-MB-231	108	101	-8.0*	110	14	79
T-47D	89	89	1.6*	110	8.1*	61
MCF7	89	59	-30*	102	0.1*	82
BT-549	87	116	-37*	115	-4.0*	111
MDA-MB-468	108	101	-65*	102	-15*	96
HS 578T	109	108	-22*	118	-2.4*	95

43: O=C(NNC(=O)OCc1ccccc1)OCc1ccccc1
44: Cc1sc2nc(/C(C#N)=C(\O)c3ccc(F)cc3)[nH]c(=O)c2c1C
45: Cn1cc(-c2nn3cc(-c4cccnc4)nc3s2)c2ccccc21
46: C[C@@H]1C(=O)O[C@H]2[C@H]1CC/C(Cn1cc(-c3cc(C(F)(F)F)cc(C(F)(F)F)c3)nn1)=C\CC[C@@]1(C)O[C@@H]21
47: CCCCC[C@@H]1C/C=C(\C)[C@@H](O)C(C)(C)C(=O)[C@@H](C)/C=C(\C)[C@@H]2C[C@H](O)C[C@](O)(CC(=O)O1)O2
48: CC(O)c1cccc(/C(N)=N/C(N)=N/c2nc3ccccc3s2)c1 (configuration not stated)
Screen / compound no.	43	44	45	46	47	48
SR	100	94	·	77	17	82
K-562	100	74	·	71	14	72
MDA-MB-231	89	94	32	87	83	95
T-47D	97	99	28	75	13	84
MCF7	88	99	16	67	7.5*	90
BT-549	102	101	22	·	19	117
MDA-MB-468	114	91	-2.7*	75	-21*	103
HS 578T	98	90	31	73	48	92

49: CC(=O)c1c(/C=C/c2ccc(C)cc2)c2ccccc2[nH]c1=O
50: Cc1cc(C(NC(=O)CCCCCNc2cccc3c2C(=O)N(C2CCC(=O)NC2=O)C3=O)c2ccc3c(c2)OC(F)(F)O3)c(O)c2ncccc12 (configuration not stated)
51: COc1ccc(Nc2ncc(I)c(NCCCNC(=O)C3CCC3)n2)cc1
52: Cn1cnc2cc(CN3CCC(OCc4ccc(F)c(F)c4)CC3)ccc21
53: CC(c1ccccc1)N1C(=O)CSC1=S (configuration not stated)
54: Cn1c(N)c(N=Cc2ccccc2)c(=O)n(C)c1=O
Screen / compound no.	49	50	51	52	53	54
SR	99	26	0.6*	88	·	96
K-562	91	30	26	87	5.6*	96
MDA-MB-231	92	55	-45*	98	30	99
T-47D	86	68	43	93	63	108
MCF7	89	30	3.8*	89	6.6*	103
BT-549	95	37	-74*	105	33	102
MDA-MB-468	110	69	-15*	93	-5.5*	117
HS 578T	86	38	17	99	81	100

In a second layout: results already given.
no.	SMILES	SR	K-562	MDA-MB-231	T-47D	MCF7	BT-549	MDA-MB-468	HS 578T
40	CC(=O)Nc1ccc(S(=O)(=O)NC2(c3ccccc3)C(=O)N(C)C(=O)N(C)C2=O)cc1	99	95	110	110	102	115	102	118
41	O=C(Nc1ccc(S(=O)(=O)NC2CCCCCC2)cc1)C(c1ccccc1)S(=O)(=O)c1ccc(F)cc1 (configuration not stated)	-1.0*	7.4*	14	8.1*	0.1*	-4.0*	-15*	-2.4*
42	CC1(C)CC(=O)c2c(nn(-c3ccccc3)c2-c2cn(-c3ccccc3)nc2-c2cccs2)C1	98	86	79	61	82	111	96	95
43	O=C(NNC(=O)OCc1ccccc1)OCc1ccccc1	100	100	89	97	88	102	114	98
44	Cc1sc2nc(/C(C#N)=C(\O)c3ccc(F)cc3)[nH]c(=O)c2c1C	94	74	94	99	99	101	91	90
45	Cn1cc(-c2nn3cc(-c4cccnc4)nc3s2)c2ccccc21	·	·	32	28	16	22	-2.7*	31
46	C[C@@H]1C(=O)O[C@H]2[C@H]1CC/C(Cn1cc(-c3cc(C(F)(F)F)cc(C(F)(F)F)c3)nn1)=C\CC[C@@]1(C)O[C@@H]21	77	71	87	75	67	·	75	73
47	CCCCC[C@@H]1C/C=C(\C)[C@@H](O)C(C)(C)C(=O)[C@@H](C)/C=C(\C)[C@@H]2C[C@H](O)C[C@](O)(CC(=O)O1)O2	17	14	83	13	7.5*	19	-21*	48
48	CC(O)c1cccc(/C(N)=N/C(N)=N/c2nc3ccccc3s2)c1 (configuration not stated)	82	72	95	84	90	117	103	92
49	CC(=O)c1c(/C=C/c2ccc(C)cc2)c2ccccc2[nH]c1=O	99	91	92	86	89	95	110	86
50	Cc1cc(C(NC(=O)CCCCCNc2cccc3c2C(=O)N(C2CCC(=O)NC2=O)C3=O)c2ccc3c(c2)OC(F)(F)O3)c(O)c2ncccc12 (configuration not stated)	26	30	55	68	30	37	69	38
51	COc1ccc(Nc2ncc(I)c(NCCCNC(=O)C3CCC3)n2)cc1	0.6*	26	-45*	43	3.8*	-74*	-15*	17
52	Cn1cnc2cc(CN3CCC(OCc4ccc(F)c(F)c4)CC3)ccc21	88	87	98	93	89	105	93	99
53	CC(c1ccccc1)N1C(=O)CSC1=S (configuration not stated)	·	5.6*	30	63	6.6*	33	-5.5*	81

Remaining list, next part.
55: Cc1ccc2c(CSc3nc(-c4ccc(Cl)cc4)c(C#N)c(=O)[nH]3)cc(=O)oc2c1
56: Cc1c(Cn2cc(COc3ccc(C#N)cc3)nn2)c(C)c(Cn2cc(COc3ccc(C#N)cc3)nn2)c(C)c1Cn1cc(COc2ccc(C#N)cc2)nn1
57: COC(=O)C(=[N+]=[N-])C(=O)c1ccc([N+](=O)[O-])o1
58: Nc1nc2c(ncn2[C@@H]2O[C@H](C(=O)O)[C@@H](O)[C@H]2O)c(=O)[nH]1
59: CSc1nc2nc3c(c(-c4ccccc4)c2c(=O)n1C)CCC/C3=C\c1ccccc1
60: CCCCCCNC(=O)Oc1ccc(/C(=C(/C)c2ccccc2)c2ccc(OCCN3CCCC3)cc2)cc1
Screen / compound no.	55	56	57	58	59	60
SR	103	98	58	116	107	46
K-562	109	96	82	107	·	12
MDA-MB-231	103	95	98	101	108	91
T-47D	91	83	90	100	105	63
MCF7	100	94	65	100	98	25
BT-549	109	100	101	106	97	86
MDA-MB-468	108	107	82	107	103	90
HS 578T	108	99	90	104	101	97

61: CC(=O)c1c(C)[nH]c(-c2nc3ccc(N4CCN(C)CC4)cc3[nH]2)c1-c1ccccc1
62: Cc1ccc2n[nH]nc2c1
63: COc1ccc(C2=NN(c3ccc(S(N)(=O)=O)cc3)C(c3cn(-c4ccccc4)nc3-c3ccc(C)cc3)C2)cc1OC (configuration not stated)
64: COc1ccc2c(CSc3nc(-c4ccc(Cl)cc4)c(C#N)c(=O)[nH]3)cc(=O)oc2c1
65: Cc1cc(=O)oc2cc(OCc3cn(CC(O)CO)nn3)ccc12 (configuration not stated)
66: CC(C)NC(=O)c1ccc(C(C)C)cc1
67: Cc1cc(C2=NNC(c3ccc[nH]3)C2)ccc1-n1ccc(C(F)(F)F)n1 (configuration not stated)
68: Cc1cc(Cl)ccc1N=C(N)N
69: COc1cc(CNS(=O)(=O)c2ccc(C)cc2)ccc1OCc1cn(-c2ccccc2Cl)nn1
Screen / compound no.	61	62	63	64	65	66	67	68	69
SR	28	115	94	89	98	102	85	·	·
K-562	25	124	80	104	96	103	69	108	102
MDA-MB-231	32	97	93	102	104	116	89	113	96
T-47D	20	105	71	99	87	100	84	119	88
MCF7	7.3*	90	77	100	109	92	91	97	96
BT-549	82	110	·	107	97	86	97	91	96
MDA-MB-468	24	93	105	96	·	·	93	107	96
HS 578T	9.1*	·	106	99	27	108	94	103	87

3 entries drawn at random from the list so far, as already listed:
3: COc1ccc(OC)c(C2C(C#N)=C(N)Oc3cc(O)ccc32)c1 (configuration not stated)
42: CC1(C)CC(=O)c2c(nn(-c3ccccc3)c2-c2cn(-c3ccccc3)nc2-c2cccs2)C1
55: Cc1ccc2c(CSc3nc(-c4ccc(Cl)cc4)c(C#N)c(=O)[nH]3)cc(=O)oc2c1
Screen / compound no.	3	42	55
SR	80	98	103
K-562	83	86	109
MDA-MB-231	99	79	103
T-47D	87	61	91
MCF7	99	82	100
BT-549	94	111	109
MDA-MB-468	81	96	108
HS 578T	94	95	108
